Source: PubChem (several laboratories)
Lipid droplet – inhibitors of hepatocyte lipid droplet formation, primary screen, imaging, high-throughput imaging, BODIPY stain | AML12 mouse hepatocytes, oleate lipid droplets | inhibition, % at 6.5 µM | 0.4% of 240,000 active | AID 1656, 2009;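 active means lipid droplet intensity inhibited by at least 50%, with more than 500 cells counted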
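Assay system: AML12 hepatocytes (mouse) / Also added: 100 µM oleic acid challenge / Times: overnight treatment with compound plus oleate / Detection: high-content imaging of BODIPY-stained droplets and DAPI nuclei / Evaluation: % inhibition of lipid droplet signal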
bCat nuc transl – modulators of beta-catenin nuclear translocation, primary screen, imaging, HeLa cells, immunofluorescence, high-content. nuclear translocation activity, % at 5 µM. 0.3% of 190,000 active. AID 1665, 2009;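 active means nuclear translocation activity above 50% at 5 µM, with a well cell count of 50 or more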;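 further: per-cell ratio of nuclear to cytoplasmic median beta-catenin stain intensity; plate controls were DMSO negative control for no effect and GSK-3 inhibitor IX positive control for full effect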
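Test system: human HeLa cells, endogenous beta-catenin. Times: 24 h compound exposure, 37°C. Measured by: beta-catenin immunofluorescence imaging with DAPI.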
TNAP activation fold – human TNAP enzyme activators, primary screen, biochemical, luminescent, no phosphate acceptor, uHTS (AID 1001); Alkaline phosphatase, tissue-nonspecific isozyme (Homo sapiens); purified TNAP, luminescent activation assay, no phosphate acceptor; higher activation fold means a stronger effect; activation fold at 20 µM, or EC50 in µM where a hit was titrated; 0.03% of 200,000 active; in the data active means activation fold from about 3, or a potency from the dose series; inactive means the rest, 99 in 100 with activation fold below about 1.6; further: many of its hits are not listed in these tables
PMI inhibitors – inhibitors of human PMI, primary screen, biochemical, fluorescence intensity, coupled assay (AID 1209) | purified PMI enzyme, coupled fluorescence intensity; higher % means a stronger effect | one-dose inhibition, % at 20 µM; IC50 in µM for titrated hits | 0.42% of 190,000 active | Mannose-6-phosphate isomerase (Homo sapiens);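 further: plate controls were DMSO vehicle for no effect and wells lacking substrate for full effect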
Insulin prom up – insulin promoter activators in MIN6 cells, imaging, high-content screening, mouse beta cells; AID 1625, 2009; MIN6 insulin promoter-GFP reporter; stronger effect = higher value; z-score at 5 µM; 0.3% of 190,000 active;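 active means z-score above 3 at 5 µM with at least 500 cells counted in the well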
Autophagy mod – autophagy modulators in MEF cells, primary screen, imaging, high-content, MEF GFP-LC3. calls only at 10 µM (by protocol). AID 463193, 2010. MEF GFP-LC3 puncta imaging; test concentration mostly 10 µM. 0.98% of 190,000 active;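 active means percentage of spot-positive cells more than 3 SD above its plate mean, without a fluorescence outlier flag or 80% toxicity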;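 further: spot-positive cell cutoff set from DMSO-treated cells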
human PMI inhibitors – human PMI inhibitors, high substrate, primary screen, biochemical, fluorescence intensity, high mannose 6-phosphate (AID 1220); Mannose-6-phosphate isomerase (Homo sapiens); recombinant PMI enzyme, coupled fluorescence intensity; higher % means a stronger effect; inhibition, % at 20 µM, or IC50 in µM where a hit was titrated; 0.66% of 190,000 active
T cell modulator – modulators of CD8 T cell-vesicle binding, primary screen, mouse 2C CD8+ T cells, flow cytometry. 2C CD8+ T cell-vesicle binding; stronger effect = lower value. calls only at 7 µM. 0.068% of 330,000 active;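 active means response, share of CD8 T cells binding vesicles, and their 90th percentile fluorescence all below set limits, cut at about 80% in these data, passing the limit was not always enough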
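Read-out – percent CD8+ FL2 mean versus row control · System – murine 2C transgenic CD8+ T lymphocytes · Times – 1.5 h cell–vesicle binding at 37 °C, then 20 min icy labelling · Control set – naked vesicles low, QL9 vesicles with vehicle high · Detection – cytometric PE anti-B7-1 and Alexa647 anti-CD8 signals after 1% paraformaldehyde fixation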
MT stabilize HCS – microtubule stabilizers in HeLa cells, primary screen, imaging, high-content imaging | HeLa tubulin immunostaining HCS, 24 h; share of cells brighter than vehicle mean+2SD | % tubulin-high responders, % at 10 µM | 0.83% of 200,000 active;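 active means plate Z-score above 3 for both tubulin-high and condensed-nucleus cell shares, with cell loss under 80%, at 10 µM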;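 further: anti alpha tubulin signal scored within the nucleus-defined area of each cell; some results filed as inactive read as strong as hits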
Insulin prom up cell count – also measured in Insulin prom up; calls as there; cell count; measured here: cytotoxicity, nuclei count;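 total cells summed across four imaged fields per well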
Lipid droplet cells 6.5 µM – recorded beside Lipid droplet, whose call it bears; cell count; measured here: cell count, cytotoxicity flag;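 cells counted across two imaged fields per well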
bCat nuc transl cell count 5 µM – also measured in bCat nuc transl; calls as there; cell count; measured here: cell count, cytotoxicity flag
T cell modulator vesicle-bound % – recorded beside T cell modulator, whose call it bears; double positive events, %; measured here: CD8+ vesicle-bound cell fraction;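 binding gate set so that unloaded-vesicle control wells show 10% double positive cells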
MT stabilize HCS Hoechst-high % – second read-out of MT stabilize HCS, no call of its own (marks repeat the call); % Hoechst-high responders; measured here: nuclear condensation Hoechst responders;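 share of cells brighter than vehicle mean plus two SD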
MT stabilize HCS cytotoxicity % – also measured in MT stabilize HCS; calls as there; toxicity, %; measured here: cytotoxicity by cell density;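 0% = mean cell density of plate MIN control wells and 100% = no cells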
Autophagy mod cell loss 18 h – further read-out of Autophagy mod, marked with its call; toxicity, %; measured here: cell loss, nuclei count;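 cell loss after 18 h compound exposure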
The depositor's hits bear a star. Unless noted, no stated cut-off is given here; in the data, active means inhibition above about 50%; inactive means the rest.

For COc1ccc(N/C=C/C(=O)c2ccc(OC)c(OC)c2)cc1 the results were Lipid droplet 28, bCat nuc transl -0.1, Insulin prom up 0.4, T cell modulator inactive, Insulin prom up cell count 1181, Lipid droplet cells 6.5 µM 781, bCat nuc transl cell count 5 µM 1347 and T cell modulator vesicle-bound % 7.
COc1ccc(NS(=O)(=O)c2ccc3c(c2)oc(=O)n3C)c(OC)c1 was read as TNAP activation fold 1.1, PMI inhibitors -5%, Insulin prom up -0.49, Autophagy mod inactive, human PMI inhibitors -5%, T cell modulator inactive, MT stabilize HCS 2.7, Insulin prom up cell count 776, T cell modulator vesicle-bound % 65, MT stabilize HCS Hoechst-high % 2.1, MT stabilize HCS cytotoxicity % 7.0 and Autophagy mod cell loss 18 h 4.
CCN(CCn1cccn1)C(=O)CCc1nnc(C2(c3ccc(Cl)cc3)CCC2)o1 was read as Lipid droplet -42, bCat nuc transl 0.8, TNAP activation fold 1, PMI inhibitors 3%, Insulin prom up -0.43, Autophagy mod inactive, human PMI inhibitors -5%, T cell modulator inactive, MT stabilize HCS 1.5, Insulin prom up cell count 1429, Lipid droplet cells 6.5 µM 678, bCat nuc transl cell count 5 µM 1012, T cell modulator vesicle-bound % 49, MT stabilize HCS Hoechst-high % 2.5, MT stabilize HCS cytotoxicity % 3.4 and Autophagy mod cell loss 18 h 1.
Screening C=CCN1C(=O)C(C(C)CC)NC1=S (stereo not given) returned Lipid droplet 1, bCat nuc transl -0.2, TNAP activation fold 1, PMI inhibitors -33%, Insulin prom up 0.04, Autophagy mod inactive, human PMI inhibitors -62%, T cell modulator inactive, MT stabilize HCS 3.4, Insulin prom up cell count 988, Lipid droplet cells 6.5 µM 806, bCat nuc transl cell count 5 µM 1085, T cell modulator vesicle-bound % 4, MT stabilize HCS Hoechst-high % 2.0, MT stabilize HCS cytotoxicity % 4.5 and Autophagy mod cell loss 18 h 0.
CCc1ccc(OCC(=O)N(C)C2CCS(=O)(=O)C2)cc1 (stereo not given) was read as Lipid droplet 18, bCat nuc transl -0.1, TNAP activation fold 1, PMI inhibitors 10%, Insulin prom up 2, Autophagy mod inactive, human PMI inhibitors 2%, T cell modulator inactive, MT stabilize HCS 1.8, Insulin prom up cell count 1356, Lipid droplet cells 6.5 µM 768, bCat nuc transl cell count 5 µM 1187, T cell modulator vesicle-bound % 50, MT stabilize HCS Hoechst-high % 1.6, MT stabilize HCS cytotoxicity % 5.5 and Autophagy mod cell loss 18 h -17.
Cc1c(C(=O)NCc2ccco2)sc2nc(-c3ccccc3)cn12 was read as Lipid droplet -1, bCat nuc transl 0.3, TNAP activation fold 1.1, PMI inhibitors 19%, Insulin prom up 0.69, Autophagy mod inactive, human PMI inhibitors 17%, T cell modulator inactive, MT stabilize HCS 18, Insulin prom up cell count 1787, Lipid droplet cells 6.5 µM 679, bCat nuc transl cell count 5 µM 1022, T cell modulator vesicle-bound % 3, MT stabilize HCS Hoechst-high % 12, MT stabilize HCS cytotoxicity % 24 and Autophagy mod cell loss 18 h -1.
Screening COc1cccc(C(CC(=O)NCC2CCCO2)NS(=O)(=O)c2ccc(C)cc2)c1OC (stereo not given) returned bCat nuc transl -3.1, TNAP activation fold 1.1, PMI inhibitors 2%, Insulin prom up -0.06, Autophagy mod inactive, human PMI inhibitors 1%, MT stabilize HCS 2.0, Insulin prom up cell count 1452, bCat nuc transl cell count 5 µM 813, MT stabilize HCS Hoechst-high % 2.1, MT stabilize HCS cytotoxicity % 7.5 and Autophagy mod cell loss 18 h -9.
COc1ccc(C(=O)/C=C/c2ccc(OC)c(Cn3nnc4ccccc43)c2)cc1 was read as Lipid droplet -15, bCat nuc transl -4.2, TNAP activation fold 1.1, PMI inhibitors 19%, Insulin prom up 2.2, Autophagy mod inactive, human PMI inhibitors 10%, T cell modulator inactive, MT stabilize HCS 5.9, Insulin prom up cell count 1385, Lipid droplet cells 6.5 µM 635, bCat nuc transl cell count 5 µM 1084, T cell modulator vesicle-bound % 46, MT stabilize HCS Hoechst-high % 10, MT stabilize HCS cytotoxicity % 9.4 and Autophagy mod cell loss 18 h 4.
`Cc1ccc(-c2cc(=O)c3cc(F)ccc3[nH]2)cc1` gave Lipid droplet 13, TNAP activation fold 1, PMI inhibitors -4%, Insulin prom up 0.18, Autophagy mod inactive, human PMI inhibitors -7%, T cell modulator inactive, MT stabilize HCS 3.0, Insulin prom up cell count 1210, Lipid droplet cells 6.5 µM 707, T cell modulator vesicle-bound % 24, MT stabilize HCS Hoechst-high % 1.8, MT stabilize HCS cytotoxicity % 6.8 and Autophagy mod cell loss 18 h 0.
COc1ccc(CCNC(=O)CO/N=C/c2cc3c(cc2Br)OCO3)cc1OC was read as Lipid droplet 3, bCat nuc transl -1.3, TNAP activation fold 1, PMI inhibitors -2%, Insulin prom up 0.06, Autophagy mod inactive, human PMI inhibitors 4%, T cell modulator inactive, MT stabilize HCS 0.9, Insulin prom up cell count 1249, Lipid droplet cells 6.5 µM 674, bCat nuc transl cell count 5 µM 1103, T cell modulator vesicle-bound % 40, MT stabilize HCS Hoechst-high % 2.4, MT stabilize HCS cytotoxicity % 0.2 and Autophagy mod cell loss 18 h 3.
`O=C(NNC(=O)C1CCN(S(=O)(=O)c2cccc(C(F)(F)F)c2)CC1)C1CC1` gave Lipid droplet 0, bCat nuc transl -0.4, TNAP activation fold 1, PMI inhibitors 11%, Insulin prom up -0.41, Autophagy mod inactive, human PMI inhibitors 10%, T cell modulator inactive, MT stabilize HCS 2.4, Insulin prom up cell count 1450, Lipid droplet cells 6.5 µM 692, bCat nuc transl cell count 5 µM 1054, T cell modulator vesicle-bound % 66, MT stabilize HCS Hoechst-high % 2.1, MT stabilize HCS cytotoxicity % 9.6 and Autophagy mod cell loss 18 h -11.
O=C(Cc1cccs1)Nc1ccc2c(c1)C(=O)OC2 was read as Lipid droplet -4, bCat nuc transl -6.4, TNAP activation fold 1.1, PMI inhibitors 4%, Insulin prom up 0.28, Autophagy mod inactive, human PMI inhibitors 0%, T cell modulator inactive, MT stabilize HCS 1.2, Insulin prom up cell count 862, Lipid droplet cells 6.5 µM 717, bCat nuc transl cell count 5 µM 1126, T cell modulator vesicle-bound % 40, MT stabilize HCS Hoechst-high % 1.1, MT stabilize HCS cytotoxicity % 8.8 and Autophagy mod cell loss 18 h 1.
`Cn1c(=O)c2c(nc(Sc3ncccn3)n2Cc2ccccc2Cl)n(C)c1=O` gave Lipid droplet 12, bCat nuc transl -3.4, TNAP activation fold 1, PMI inhibitors -15%, Insulin prom up -0.07, Autophagy mod inactive, human PMI inhibitors -17%, T cell modulator inactive, MT stabilize HCS 2.8, Insulin prom up cell count 760, Lipid droplet cells 6.5 µM 793, bCat nuc transl cell count 5 µM 1052, T cell modulator vesicle-bound % 50, MT stabilize HCS Hoechst-high % 0.5, MT stabilize HCS cytotoxicity % 1.6 and Autophagy mod cell loss 18 h -8.
Screening CCN(CC)CCOC(=O)c1ccc(Cl)cc1Cl returned Lipid droplet 14, bCat nuc transl 0.5, TNAP activation fold 1.1, PMI inhibitors -9%, Insulin prom up 0.12, Autophagy mod inactive, human PMI inhibitors -9%, T cell modulator inactive, MT stabilize HCS 2.5, Insulin prom up cell count 1353, Lipid droplet cells 6.5 µM 743, bCat nuc transl cell count 5 µM 1458, T cell modulator vesicle-bound % 42, MT stabilize HCS Hoechst-high % 1.7, MT stabilize HCS cytotoxicity % 8.7 and Autophagy mod cell loss 18 h 8.
`CC1CCCCC1NC(=O)CN1C(=O)c2cccc(N)c2C1=O` (stereo not given) gave Lipid droplet 5, bCat nuc transl -0.8, TNAP activation fold 1, PMI inhibitors -17%, Insulin prom up -1.1, Autophagy mod inactive, human PMI inhibitors -7%, MT stabilize HCS 1.7, Insulin prom up cell count 1298, Lipid droplet cells 6.5 µM 658, bCat nuc transl cell count 5 µM 1073, MT stabilize HCS Hoechst-high % 1.7, MT stabilize HCS cytotoxicity % 6.9 and Autophagy mod cell loss 18 h 1.
Screening Cc1ccc(-c2csc(NC(=O)CSc3nc4ccccc4[nH]3)n2)cc1 returned Lipid droplet 4, bCat nuc transl -1.4, TNAP activation fold 1.7, PMI inhibitors 0%, Insulin prom up -0.35, Autophagy mod inactive, human PMI inhibitors 10%, MT stabilize HCS 3.5, Insulin prom up cell count 1470, Lipid droplet cells 6.5 µM 625, bCat nuc transl cell count 5 µM 1110, MT stabilize HCS Hoechst-high % 2.1, MT stabilize HCS cytotoxicity % 4.2 and Autophagy mod cell loss 18 h -1.
O=C(CNC1CCCCC1)N1CCc2ccccc2C1 was read as Lipid droplet 12, bCat nuc transl -0.1, TNAP activation fold 1, PMI inhibitors 12%, Autophagy mod inactive, human PMI inhibitors 6%, T cell modulator inactive, MT stabilize HCS 1.6, Lipid droplet cells 6.5 µM 840, bCat nuc transl cell count 5 µM 1004, T cell modulator vesicle-bound % 57, MT stabilize HCS Hoechst-high % 1.1, MT stabilize HCS cytotoxicity % 3.3 and Autophagy mod cell loss 18 h -5.
